Bioassay records as filed in PubChem BioAssay.
GPR55 antagonists: inhibition of LPI-stimulated GPR55 beta-arrestin translocation – imaging, U2OS, beta-arrestin-GFP, LPI agonist, primary screen (AID 2013); U2OS GPR55 beta-arrestin-GFP translocation imaging, LPI antagonism; higher % means a stronger effect; inhibition, % at 10 µM; hits with a dose series show IC50 in µM; 0.13% of 290,000 active;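 active = spots per cell inhibited over 60%, with over 100 cells counted and total cytoplasm intensity under 500,000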;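 note: U2OS cells stably carrying GPR55 and arrestin-GFP stimulated by 5 µM LPI near EC80; imaged beta-arrestin-GFP aggregate spots per cell after agonist stimulation; plate controls were LPI-stimulated DMSO wells for no effect and DMSO wells without LPI for full effect; some results filed as inactive read as strong as hits; confirmed hits need IC50 under 10 µM and bright autofluorescent wells are also inconclusive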
NTR1 ag: NTR1-driven beta-arrestin-GFP spot formation – imaging, U2OS cells, high content, primary screen (AID 493036); P30989; agonist mode; activation, % at 20 µM; 0.17% of 330,000 active;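 active = activation at or above 40% of the spot to cytoplasm intensity ratio, with at least 20 cells analyzed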;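 note: 0% = DMSO without peptide and 100% = 100 nM NTR1 peptide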
Target sequence (P30989 whole entry, looked up): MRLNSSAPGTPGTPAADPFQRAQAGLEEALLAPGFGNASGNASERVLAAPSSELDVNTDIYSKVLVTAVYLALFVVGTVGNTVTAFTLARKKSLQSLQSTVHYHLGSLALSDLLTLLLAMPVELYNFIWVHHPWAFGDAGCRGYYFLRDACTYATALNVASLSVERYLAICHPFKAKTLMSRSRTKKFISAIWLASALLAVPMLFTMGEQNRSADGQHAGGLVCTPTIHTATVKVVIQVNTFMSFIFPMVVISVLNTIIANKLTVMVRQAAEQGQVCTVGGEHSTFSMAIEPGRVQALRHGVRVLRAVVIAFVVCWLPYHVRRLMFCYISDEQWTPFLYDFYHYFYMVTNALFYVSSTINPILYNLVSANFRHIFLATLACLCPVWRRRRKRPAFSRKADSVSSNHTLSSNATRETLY
GPR55 activation: selective activators of receptor GPR55 – imaging, U2OS cells, beta-arrestin-GFP redistribution, primary screen (AID 1961); U2OS GPR55 beta-arrestin-GFP redistribution imaging; higher % means a stronger effect; activation, % at 10 µM; hits with a dose series show EC50 in µM; 0.048% of 290,000 active;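 active = activation above 40% with more than 50 cells counted in the well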;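 note: U2OS osteosarcoma cells stably expressing GPR55 and beta-arrestin-GFP; plate controls were DMSO negative control for no effect and LPI positive control for full effect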
Large T inhibition: TAg ATPase/helicase activity blockers – biochemical (AID 1903). SV40 large T antigen ATPase/helicase inhibition assay; higher % means a stronger effect. 0.39% of 310,000 active. inhibition, % at 20 µM, or IC50 in µM where a hit was titrated; in the data active = a potency from the dose series; note: strong numbers were not always called active
GPR35 antagonists: GPR35 antagonists blocking zaprinast-driven arrestin recruitment, primary screen, imaging, U2OS, beta-arrestin-GFP, zaprinast agonist (AID 2058) | U2OS GPR35 beta-arrestin-GFP translocation imaging, zaprinast antagonism; higher % means a stronger effect | 0.052% of 290,000 active | one-dose inhibition, % at 10 µM; IC50 in µM for titrated hits;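 active = inhibition of at least 50% with at least 30 cells and total cytoplasm GFP at most 10,000,000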
Lipid droplet: hepatic lipid droplet formation modulation | inhibition, % at 6.5 µM | AID 1656 | 0.4% of 240,000 active | AML12 mouse hepatocytes, oleate lipid droplets, BODIPY imaging;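 active = lipid droplet intensity inhibited by at least 50%, with more than 500 cells counted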
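Test system: AML12 mouse liver cells; schedule: overnight exposure; technique: high-content imaging of BODIPY-stained droplets and DAPI nuclei; read-out: % inhibition of corrected integrated BODIPY droplet signal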
T cell modulator: T cell immune modulators affecting CD8 T cell-vesicle binding; 2C CD8+ T cell-vesicle binding, flow cytometry; hits give low values; calls only at 7 µM; 0.068% of 330,000 active; AID 2052;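 active = response, share of CD8 T cells binding vesicles, and their 90th percentile fluorescence all below set limits, cut at about 80% in these data, passing the limit was not always enough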
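Material: 2C TCR transgenic mouse naive CD8+ T cells, MACS-purified. Also added: QL9-charged Drosophila Ld/ICAM-1/B7-1 vesicles. Timing: binding 1.5 h at 37 °C. Measured by: high-throughput flow cytometry with anti-B7-1 and anti-CD8 staining. Read-out: percent CD8+ FL2 mean versus row control. Controls: Unloaded micro-vesicles (low), QL9 vesicles with 0.7% DMSO (high).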
MgcRacGAP inhibition: MgcRacGAP GTPase-activating activity inhibitors, confirmation, biochemical, ADP Hunter fluorescence. MgcRacGAP-stimulated Rac1 GTP hydrolysis, ADP Hunter fluorescence; higher % means a stronger effect; GST-tagged Rac1 F28L mutant substrate. one-dose inhibition, % at 30 µM; IC50 in µM for titrated hits. 0.6% of 340,000 active;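 active = first-screen hits whose inhibition reached a set limit at any dose in the follow-up dose series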;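 note: fluorescence reports GDP produced by GAP-driven GTP hydrolysis; strong numbers were not always called active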
LYP inhibition: PTPN22 lymphoid phosphatase activity blockers – biochemical, fluorescence intensity, uHTS (AID 1779); recombinant LYP phosphatase, fluorescence intensity; higher % means a stronger effect; one-dose inhibition, % at 11.5 µM; IC50 in µM for titrated hits; 0.054% of 290,000 active; in the data active = inhibition above about 50%;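 note: plate controls were vehicle with enzyme for no effect and no enzyme for full effect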
Lipid droplet cells 6.5 µM: second read-out of Lipid droplet, no call of its own (marks repeat the call); cell count; measured here: cell count, cytotoxicity flag;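 cells counted across two imaged fields per well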
T cell modulator vesicle-bound %: second read-out of T cell modulator, no call of its own (marks repeat the call); double positive events, %; measured here: CD8+ vesicle-bound cell fraction;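 binding gate set so that unloaded-vesicle control wells show 10% double positive cells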
NTR1 ag cell count 20 µM: second read-out of NTR1 ag, no call of its own (marks repeat the call); cell count; measured here: cell count, cytotoxicity flag
Numbers without * were called inactive; i = inactive; · = not tested or not shown.

Below each SMILES: LYP inhibition	GPR55 antagonists	Lipid droplet	GPR35 antagonists	Lipid droplet cells 6.5 µM	NTR1 ag	T cell modulator vesicle-bound %	GPR55 activation	NTR1 ag cell count 20 µM	MgcRacGAP inhibition	T cell modulator	Large T inhibition
CS(=O)(=O)c1ccccc1-c1nc(-c2cc(C(F)(F)F)cc(C(F)(F)F)c2)no1
    -1%	33%	·	-2%	·	2.6	49	-0.1%	69	4%	i	13%
COc1ccc(C(O)Cn2ccsc2=NC(C)=O)cc1 (stereo not given)
    -13%	4%	-3	5%	770	0.7	20	-0.2%	54	0%	i	3%
Cc1ccc(NC(=O)CN2CCCC2)cc1Br
    -6%	-9%	5	19%	840	-0.8	44	-0.1%	67	31%	i	7%
N#Cc1nc(-c2cccs2)oc1NCc1ccccc1Cl
    -2%	-22%	·	2%	·	2.3	43	0.5%	52	12%	i	-4%
Cc1ccccc1NC(=O)c1cc(S(=O)(=O)N2CCOCC2)cn1C
    -12%	2%	10	12%	811	-2.9	13	-0.1%	56	2%	i	0%
O=C(CN1C(=O)c2ccccc2S1(=O)=O)c1ccc(F)c(F)c1
    -3%	20%	-2	-23%	759	-0.6	34	0.3%	54	-3%	i	14%
Cc1cc2ccccc2c(=O)n1CC(=O)N(C)c1ccc(F)cc1
    -2%	-10%	0	5%	580	-0.2	26	0.5%	85	8%	i	4%
Cc1nnc(NN2CCOCC2)[nH]c1=O
    -4%	3%	3	-4%	681	-0.9	56	0.6%	72	·	i	4%
COc1cc2ncnc(NCCc3ccccc3)c2cc1OC
    -5%	-8%	-5	-10%	553	0.5	3	-0.1%	34	10%	i	7%
Fc1ccc2c(c1)c1n[nH]c(=S)nc1n2CCc1ccccc1
    -2%	-6%	-25	10%	812	0.7	·	-0.1%	95	-8%	·	·
Cc1nc(-c2ccccc2)sc1C(=O)CSc1ccc(Br)cc1
    -3%	6%	-32	5%	625	1.2	54	-0.2%	59	2%	i	2%
Cc1ccc(CN2C(=O)CCC2C(=O)NCCN(CC(C)C)CC(C)C)cc1 (stereo not given)
    -2%	5%	-18	17%	675	-1.5	23	-0.2%	34	9%	i	21%
Cc1nn(-c2ccccc2)c(C)c1C(=O)OC/C(O)=C(\C#N)c1nc2ccccc2[nH]1
    0%	-14%	·	-17%	·	-0.7	22	0.3%	88	8%	i	9%
Cc1cc(NC(=O)C2CCN(S(=O)(=O)c3c(C)noc3C)CC2)ccc1Br
    -6%	-16%	13	-2%	698	1.6	50	-0.1%	52	10%	i	5%
CCc1cccc(C)c1NC(=O)c1ccccc1
    -6%	14%	0	0%	753	-0.7	40	0.4%	43	10%	i	-3%
COc1ccccc1CNC(=O)C1CC(=O)N(C2CCCC2)C1 (stereo not given)
    -10%	7%	·	5%	·	-1.2	28	0.2%	52	16%	i	1%
N/C(Cc1ccc([N+](=O)[O-])cc1)=N\OC(=O)COc1cccc2ccccc12
    -2%	13%	·	-2%	·	-0.5	·	0.3%	51	5%	·	3%
CC(NC(=O)COC(=O)/C=C/c1cccc(C(F)(F)F)c1)c1ccccc1 (stereo not given)
    -6%	10%	4	21%	663	1.5	63	0.3%	80	5%	i	5%
COc1ccc(C(=O)O/N=C(\N)c2ccc(Br)cc2)cc1
    -14%	3%	-35	-9%	739	0.3	·	-0.1%	97	·	·	3%
O=c1cc(CSc2ccc(Cl)cc2)nc2nc[nH]n12
    -3%	9%	·	2%	·	0.9	45	0.2%	90	1%	i	4%
CCCCSc1nc2c(cnn2-c2ccc(Cl)cc2)c(=O)[nH]1
    -4%	5%	-5	6%	662	4.7	40	-0.1%	39	-1%	i	15%
CCN1CCN(c2ccc(NC(=O)CCc3c(C)nc4c(-c5ccccc5)c(C)nn4c3C)cc2)CC1
    -2%	0%	·	6%	·	11	34	-0.2%	40	4%	i	3%
O=C(Nc1cc(S(=O)(=O)N2CCCCC2)ccc1Cl)c1ccccc1NS(=O)(=O)c1ccc(F)cc1
    15%	1%	-70	-3%	592	·	43	-0.3%	·	-14%	i	7%
O=C(Cn1cc(C(F)(F)F)ccc1=O)NCc1ccc(F)cc1
    -3%	1%	1	-3%	815	0.6	22	-0.1%	49	5%	i	9%
CC1=C(C(=O)Nc2ccccc2)C(c2coc3ccccc3c2=O)C2=C(CCCC2=O)N1 (stereo not given)
    -6%	10%	-106	0%	635	0.2	9	0.1%	80	1%	i	19%
CCN(CC)Cc1c(O)ccc2c1O/C(=C\C=C\c1ccccc1)C2=O
    -3%	-12%	1	-10%	740	5.6	54	0.4%	65	16%	i	27%
COC1=C(c2ccccc2)C(=O)c2ccccc2C1=O
    -3%	5%	-27	-1%	659	3.2	49	-0.5%	76	15%	i	1%
O=C(O)CNC(=O)/C=C/c1ccc(Cl)cc1Cl
    -5%	8%	13	-4%	681	-0.5	39	-0.2%	41	6%	i	7%
CCOc1ccc(NC(=O)N(CCN(C)C)C(C)c2cccnc2)cc1 (stereo not given)
    -10%	0%	19	4%	708	-1.0	24	0.3%	54	12%	i	22%
CC(C)c1ccc(NC(=O)C(c2ccccc2)N2CCN(C(=O)c3ccco3)CC2)cc1 (stereo not given)
    7%	-15%	·	16%	·	2.0	38	0.0%	94	4%	i	7%
COC(=O)C1=C(C)OC(N)=C(C#N)C1c1ccccc1 (stereo not given)
    -6%	2%	-2	26%	822	3.1	23	0.0%	84	5%	i	20%
CCCn1c(N)c(C(=O)COC(=O)c2c(C)noc2C)c(=O)n(C)c1=O
    -1%	5%	·	-4%	·	0.0	40	-0.2%	32	13%	i	7%
Cc1cccc(NC(=O)CSc2ncnc3sc(C)cc23)c1
    -5%	-9%	5	-5%	810	-0.9	28	-0.2%	47	8%	i	5%
O=C(N/N=C/C1CC2C=CC1C2)c1ccccc1O (stereo not given)
    4%	-1%	5	-14%	725	3.1	9	-0.3%	59	10%	i	-1%
COc1ccc(C2=NOC(C(=O)Nc3cccnc3)C2)cc1OC (stereo not given)
    -6%	-11%	-4	4%	668	0.0	30	-0.1%	61	3%	i	17%
CN(CCNC(=O)C1CC(=O)N(c2ccc(F)c(Cl)c2)C1)Cc1ccccc1 (stereo not given)
    -14%	-1%	·	13%	·	-1.0	6	-1.8%	63	2%	i	-12%
CCOC(=O)N1CCN(c2c(NCc3ccccc3OC)c(=O)c2=O)CC1
    1%	-2%	·	-3%	·	0.4	44	0.4%	71	4%	i	2%
Cc1cc(Br)ccc1NC(=O)CNC(=O)CN1C(=O)NC2(CCCCCC2)C1=O
    -7%	-7%	·	10%	·	-0.6	43	-0.2%	56	-1%	i	7%
CC(NC(=O)NC1CCCCC1)c1ccccc1 (stereo not given)
    -6%	3%	-7	6%	589	-1.2	42	-0.4%	61	11%	i	4%
COc1ccc(Br)c(C(=O)Nc2cccc(Cl)c2Cl)c1
    -7%	6%	5	-18%	646	-2.5	57	1.9%	82	7%	i	11%
O=C(CSc1nc2ccccc2c(=O)n1Cc1ccco1)N1CCCCCC1
    -8%	0%	·	-17%	·	6.5	57	0.3%	85	1%	i	3%
O=C(C[n+]1ccccc1)N/N=C/c1cccs1
    -2%	2%	4	-12%	686	-0.9	61	-0.3%	73	10%	i	1%
COCCCNC(=O)[C@H]1N2C(=O)c3ccccc3C2SC1(C)C (stereo not given in full)
    -7%	-6%	·	4%	·	0.8	56	-0.2%	80	-5%	i	1%
C/C(=N/NC(=O)CCc1c(C)n[nH]c1C)c1cccc([N+](=O)[O-])c1
    -5%	3%	-6	23%	747	1.4	23	-0.1%	49	7%	i	-5%
CC(C)CC(=O)/C=C/n1c(=S)oc2ccccc21
    -7%	5%	-4	7%	690	·	41	0.2%	·	5%	i	3%
N=c1c(C(=O)NCc2ccc(F)cc2)cc2c(=O)n3ccccc3nc2n1CC1CCCO1 (stereo not given)
    -52%	3%	·	9%	·	0.6	35	0.1%	18	1%	i	1%
COc1ccc2[nH]c(CN3CCN(CC(C)C)C(CCO)C3)c(C)c2c1 (stereo not given)
    0%	2%	2	6%	685	1.0	31	-0.3%	57	1%	i	2%
O=C(COc1ccccc1F)Nc1ccc2[nH]c(=O)[nH]c2c1
    ·	·	·	·	·	1.1	59	·	72	-2%	i	29%

A different layout for part of the listing above.
> COCCCNC(=O)[C@H]1N2C(=O)c3ccccc3C2SC1(C)C (stereo not given in full)
  LYP inhibition: -7%
  GPR55 antagonists: -6%
  Lipid droplet: ·
  GPR35 antagonists: 4%
  Lipid droplet cells 6.5 µM: ·
  NTR1 ag: 0.8
  T cell modulator vesicle-bound %: 56
  GPR55 activation: -0.2%
  NTR1 ag cell count 20 µM: 80
  MgcRacGAP inhibition: -5%
  T cell modulator: i
  Large T inhibition: 1%
> C/C(=N/NC(=O)CCc1c(C)n[nH]c1C)c1cccc([N+](=O)[O-])c1
  LYP inhibition: -5%
  GPR55 antagonists: 3%
  Lipid droplet: -6
  GPR35 antagonists: 23%
  Lipid droplet cells 6.5 µM: 747
  NTR1 ag: 1.4
  T cell modulator vesicle-bound %: 23
  GPR55 activation: -0.1%
  NTR1 ag cell count 20 µM: 49
  MgcRacGAP inhibition: 7%
  T cell modulator: i
  Large T inhibition: -5%
> CC(C)CC(=O)/C=C/n1c(=S)oc2ccccc21
  LYP inhibition: -7%
  GPR55 antagonists: 5%
  Lipid droplet: -4
  GPR35 antagonists: 7%
  Lipid droplet cells 6.5 µM: 690
  NTR1 ag: ·
  T cell modulator vesicle-bound %: 41
  GPR55 activation: 0.2%
  NTR1 ag cell count 20 µM: ·
  MgcRacGAP inhibition: 5%
  T cell modulator: i
  Large T inhibition: 3%

Compounds listed so far with a thiophene ring, fused or not (3):
Below each SMILES: LYP inhibition	GPR55 antagonists	Lipid droplet	GPR35 antagonists	Lipid droplet cells 6.5 µM	NTR1 ag	T cell modulator vesicle-bound %	GPR55 activation	NTR1 ag cell count 20 µM	MgcRacGAP inhibition	T cell modulator	Large T inhibition
N#Cc1nc(-c2cccs2)oc1NCc1ccccc1Cl
    -2%	-22%	·	2%	·	2.3	43	0.5%	52	12%	i	-4%
Cc1cccc(NC(=O)CSc2ncnc3sc(C)cc23)c1
    -5%	-9%	5	-5%	810	-0.9	28	-0.2%	47	8%	i	5%
O=C(C[n+]1ccccc1)N/N=C/c1cccs1
    -2%	2%	4	-12%	686	-0.9	61	-0.3%	73	10%	i	1%
